Screening data from PubChem.
DAX1 inh-1 = DAX1 (NR0B1) inhibitors, primary screen, cell-based, HEK293, Gal4-DAX1, luciferase luminescence; AID 504766, 2011; HEK293 Gal4-DAX1 luciferase reporter; Nuclear receptor subfamily 0 group B member 1 (Homo sapiens), P51843; hit rate 0.99% among 340,000; inhibition, % at 6.75 µM;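 active = inhibition above the mean over all tested compounds plus 3 SD, cut at about 4.2% in these data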;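 also: 0% = DAX1-transfected cells with DMSO and 100% = empty-vector control cells with DMSO; inhibition shows as a rise in luminescence from relieved DAX1 repression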
Target sequence (P51843 207-470 limits assumed): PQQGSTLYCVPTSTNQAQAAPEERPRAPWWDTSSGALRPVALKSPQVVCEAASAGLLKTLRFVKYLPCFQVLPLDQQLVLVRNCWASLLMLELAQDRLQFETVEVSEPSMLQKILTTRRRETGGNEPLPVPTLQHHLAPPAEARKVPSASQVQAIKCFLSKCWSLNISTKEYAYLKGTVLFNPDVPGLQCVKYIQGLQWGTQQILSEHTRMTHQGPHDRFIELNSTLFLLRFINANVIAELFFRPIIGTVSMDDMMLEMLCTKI
ssDAF-12 act = S. stercoralis DAF-12 nuclear receptor activators, primary screen, cell-based, luminescence, HEK293, GRIP1 co-expression, lit1-tk-luc; hit rate 1% among 370,000; AID 652126, 2013; HEK293 ssDAF-12/GRIP1 lit1-tk-luc reporter; % of 3 µM dafachronic acid response; Nuclear hormone receptor DAF-12 (Strongyloides stercoralis); activation, % at 6.8 µM;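 active = activation above the mean over all tested compounds plus 3 SD, cut at about 0.9% in these data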;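 also: 0% = DMSO-only wells and 100% = 3 µM delta7-dafachronic acid wells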
FXN GAA850 act = FXN promoter activators, primary screen, cell-based, luciferase luminescence, HEK293 lucGAA850; HEK293 lucGAA850 FXN promoter luciferase reporter, 24 h; percent of 10 µM SAHA response; activation, % at 6 µM; hit rate 0.56% among 360,000; AID 540364, 2011;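 active = activation above the average of all compounds screened plus 3 SD, cutoff fixed separately per campaign, cut at about 7.5% in these data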;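 also: 0% = DMSO wells and 100% = 10 µM SAHA wells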
ADAM17 inh = ADAM17 inhibitors, primary screen, biochemical, QFRET; Disintegrin and metalloproteinase domain-containing protein 17 (Homo sapiens), P78536; inhibition, % at 6.95 µM; hit rate 0.83% among 370,000; recombinant ADAM17, EDANS/DABCYL FRET peptide cleavage; AID 720648, 2013;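 active = inhibition above the mean of compounds lying between control limits plus 3 SD, set per campaign, cut at about 8.5% in these data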;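 also: 0% = DMSO-only wells as the low control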
hgDAF-12 ag = H. glycines DAF-12 receptor agonists, primary screen, cell-based, luminescence, HEK293, GAL4 fusion, UAS-luciferase; Nuclear hormone receptor DAF-12 (Heterodera glycines), GAL4 fusion; HEK293 GAL4-hgDAF12 UAS-luciferase reporter, agonist luminescence; normalized to butyrate control; activation, % at 6.8 µM; hit rate 1.8% among 370,000; AID 687014, 2013;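 active = activation above a cutoff set at the mean of all screened compounds plus 3 SD, cut at about 10% in these data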;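 also: 0% = DMSO wells and 100% = sodium butyrate wells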
HGIII-sPLA2 inh = human group III sPLA2 inhibitors, primary screen, biochemical, QFRET, BODIPY PC-A2 liposome substrate | QFRET BODIPY PC-A2 liposome hydrolysis, fluorescence | inhibition, % at 12.2 µM | Group 3 secretory phospholipase A2 (Homo sapiens), Q9NZ20 | hit rate 0.56% among 370,000;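 active = inhibition above mean plus 3 SD of compounds lying within the high and low control bounds, cut at about 19% in these data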;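 also: 0% = median of test compound wells and 100% = no enzyme DMSO wells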
hcDAF-12 act = H. contortus DAF-12 nuclear receptor activators, primary screen, cell-based, luminescence, HEK293, lit1-tk-luc reporter; HEK293 hcDAF-12 lit1-tk-luc reporter; 0% DMSO, 100% Δ7-dafachronic acid; activation, % at 6.8 µM; hit rate 1.4% among 370,000; AID 652067, 2013;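 active = activation above the mean of all tested compounds plus 3 SD, cut at about 5.5% in these data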;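 also: 100% = response to 3 µM Δ7-dafachronic acid high control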
ADAM10 inh = human ADAM10 inhibitors, primary screen, biochemical, QFRET, HTS; hit rate 0.62% among 370,000; AID 720582, 2013; recombinant ADAM10, EDANS/DABCYL FRET peptide cleavage, 3 h; Disintegrin and metalloproteinase domain-containing protein 10 (Homo sapiens), O14672; inhibition, % at 7 µM;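 active = inhibition above a per-campaign cutoff equal to the mean of compounds falling between control-based bounds plus 3 SD, cut at about 20% in these data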;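 also: 0% = DMSO wells while the 100% control is not disclosed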
Target sequence (O14672 214-748 limits assumed): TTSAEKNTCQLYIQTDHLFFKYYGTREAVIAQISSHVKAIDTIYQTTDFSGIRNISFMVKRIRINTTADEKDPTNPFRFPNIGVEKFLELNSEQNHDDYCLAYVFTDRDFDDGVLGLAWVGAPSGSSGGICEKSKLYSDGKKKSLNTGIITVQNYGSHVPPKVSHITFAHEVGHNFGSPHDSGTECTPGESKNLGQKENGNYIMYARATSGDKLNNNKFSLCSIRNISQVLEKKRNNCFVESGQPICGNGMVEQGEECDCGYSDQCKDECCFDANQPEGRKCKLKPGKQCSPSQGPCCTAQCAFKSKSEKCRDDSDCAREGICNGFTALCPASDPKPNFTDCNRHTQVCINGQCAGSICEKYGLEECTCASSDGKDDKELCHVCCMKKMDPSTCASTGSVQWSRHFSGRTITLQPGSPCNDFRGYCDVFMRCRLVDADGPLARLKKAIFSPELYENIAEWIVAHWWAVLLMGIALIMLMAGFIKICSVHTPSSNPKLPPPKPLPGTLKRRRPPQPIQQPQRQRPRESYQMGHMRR
DAX1 inh-2 = DAX1 (NR0B1) inhibitors on StAR promoter, primary screen, cell-based, luminescence, SF-1 (NR5A1), full-length DAX-1; inhibition, % at 6.8 µM; hit rate 1.1% among 370,000; AID 652010, 2013; HEK293T StAR-luciferase reporter, SF-1/DAX-1 repression relief;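 active = inhibition above the mean over all tested compounds plus 3 SD, cut at about 3.6% in these data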;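 also: 0% = DAX-1 cells with DMSO and 100% = cells lacking DAX-1 with DMSO; higher inhibition means more luminescence from relief of DAX-1 repression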
PLCb3 inh = human PLC-beta3 inhibitors, primary screen, biochemical, fluorescence. AID 720704, 2013. inhibition, % at 12.2 µM. Purified PLC-beta3, fluorogenic substrate. hit rate 0.18% among 370,000; in the data active = inhibition above about 11%;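 also: 0% = median of compound wells on plate and 100% = full blocker control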
PLCg1 inh = PLC-gamma1 enzyme inhibitors, primary screen, biochemical, fluorescence, purified enzyme; AID 720700, 2013; inhibition, % at 12.2 µM; hit rate 0.84% among 370,000; fluorogenic substrate; in the data active = inhibition above about 9.5%
* marks the source's active call; other numbers are inactive results; i = inactive; / = not tested or not shown.

SMILES	DAX1 inh-1	ssDAF-12 act	FXN GAA850 act	ADAM17 inh	hgDAF-12 ag	HGIII-sPLA2 inh	hcDAF-12 act	ADAM10 inh	DAX1 inh-2	PLCb3 inh	PLCg1 inh
CCOCCCn1c(C)nc2c[n+](CC(=O)c3ccc4ccccc4c3)cc(Br)c21	/	-0.6	-0.2	-26	0.9	-33	0.7	-72	0.7	-192	-129
O=C(c1ccco1)N1CCN(C(=O)c2ccco2)CC1	/	-0.8	/	-6	0.0	9	-2.1	-8	1.1	3	0
C=CCn1c(SCC(O)Cn2c3ccccc3c3ccccc32)nnc1-c1ccco1 (configuration not stated)	-0.4	-1.8	-2.1	6	-0.8	-54	0.0	10	-0.7	6	6
N#Cc1cc2ccccc2nc1SCC(=O)Nc1ccccc1N1CCOCC1	1.8	0.0	1.2	0	3.7	-2	0.8	-8	-0.1	-2	-2
CCCCNC(=O)c1nnn(-c2ccccc2)c1N	0.0	-0.8	0.3	2	6.8	1	0.4	-10	1.4	-1	5
O=C(NCCCN1CCOCC1)c1cc2ccccc2cc1O	-0.2	-1.0	0.6	-20	2.0	0	4.2	-59	1.3	-220	-184
c1coc(CNc2nc3ccccc3n2CCN2CCOCC2)c1	0.2	-1.3	1.4	0	1.8	-1	-0.4	-4	0.6	0	-1
CCSc1nnc2c(n1)OC(c1ccc(C(=O)O)cc1)N(C(C)=O)c1ccccc1-2 (configuration not stated)	0.9	-0.7	0.4	0	0.4	-4	3.7	-4	-0.3	-69	-58
Cc1cc2nc(C3CCN(Cc4nnnn4Cc4ccccc4)CC3)[nH]c2cc1C	-1.8	-2.0	-2.1	0	-1.9	-17	-2.2	2	-1.8	2	2
Cc1ccc(NC(=O)CO/N=C(\N)c2nonc2N)cc1C	-1.2	-1.9	-1.1	0	1.0	-4	-0.3	3	-0.6	2	2
O=C(N=C1SC2CS(=O)(=O)CC2N1c1ccccc1C(F)(F)F)C1CCCO1 (configuration not stated)	0.1	-1.1	1.4	-5	0.9	-1	0.5	3	0.4	-41	5
O=C(O)c1sc2cc(C(F)(F)F)cnc2c1-c1ccccn1	-1.0	-0.7	-1.2	2	-3.7	1	0.7	-6	-0.5	0	-2
O=C(NCC1CCN(C(=O)c2c(F)c(F)c(F)c(F)c2F)CC1)c1c(F)c(F)c(F)c(F)c1F	-0.4	-0.6	0.7	2	-1.4	7	-0.7	-1	-2.3	1	5
CCCCNC(=O)C1CC(c2cccc([N+](=O)[O-])c2)=NO1 (configuration not stated)	2.0	0.1	1.3	-1	7.9	3	4.2	1	1.1	4	-1
CC(=O)Nc1ccc(C(=O)OCC(=O)N(c2ccccc2)C2CCCCC2)cc1	-1.1	-1.8	-5.2	-2	-2.8	-2	-0.5	0	-1.9	-2	5
O=C(CCN1C(=O)/C(=C\c2ccccc2Cl)SC1=S)N1CCN(c2ccccc2)CC1	1.0	-1.3	0.8	2	-1.8	3	-0.1	-2	0.1	-2	-4
CC(=O)Nc1ccc(S(=O)(=O)N(C#N)c2nc(C)cc(C)n2)cc1	1.6	-1.6	1.3	-3	0.4	1	-0.1	4	-0.2	-6	0
COc1ccccc1N(C)S(=O)(=O)c1ccc(C(=O)N(CC(N)=O)C(C)C)cc1	-0.5	-1.2	1.4	-3	-1.7	1	-1.5	-13	0.2	-2	5
Cc1ccc(S(=O)(=O)N2CCOCC2)cc1C(=O)NCc1ccc2c(c1)OCO2	-0.2	-1.0	-2.5	4	0.4	2	-1.1	5	0.1	5	0
CC(C)(C)OC(=O)N1CCC(N[C@@H](Cc2ccccc2)C(=O)NCCc2c[nH]c3ccccc23)(C(=O)NC2CCCCC2)CC1	/	-2.4	/	10*	-2.8	-60	0.7	24*	/	3	8
COc1ccc(S(=O)(=O)Nc2cc([N+](=O)[O-])ccc2OC)cc1	-0.5	-1.8	-4.4	1	0.9	-7	0.3	-2	-1.4	-1	2
O=C(COC(=O)Cn1cnc2ccccc21)Nc1ccc(F)c(F)c1	0.8	-0.7	-0.3	-5	5.5	4	0.5	-3	-0.6	0	-1
Cc1cc(C)c(NC(=O)C2CC(=O)N(Cc3ccccc3)C2)c(C)c1 (configuration not stated)	-1.0	-1.5	1.8	-4	-1.4	9	-2.7	-10	0.6	2	-1
CN1C(=O)C[C@@](C#N)(C(=O)N2CCOCC2)[C@H]1c1ccccc1	/	-1.0	/	-3	-2.4	1	0.1	0	0.7	3	0
CCOc1cc(C(=O)NCCN2CCOCC2)cc(OCC)c1OCC	1.3	-1.0	-0.3	-4	-0.7	3	-2.4	0	-0.4	0	-3

Further compounds.
SMILES	DAX1 inh-1	ssDAF-12 act	FXN GAA850 act	ADAM17 inh	hgDAF-12 ag	HGIII-sPLA2 inh	hcDAF-12 act	ADAM10 inh	DAX1 inh-2	PLCb3 inh	PLCg1 inh
Cc1cccc(C2NC(=O)c3ccccc3N2)c1 (configuration not stated)	2.0	-0.1	0.6	-10	16*	1	2.4	-23	2.6	-8	-4
NNc1ncnc2c1cnn2-c1ccccc1	3.7	-0.3	2.2	-1	2.5	-2	2.1	-13	0.2	-15	-9
COc1ccc(S(=O)(=O)N2CN(CCc3ccc(OC)c(OC)c3)c3nc4ccccc4nc32)cc1	-0.2	-0.7	0.6	-1	-1.3	-11	-0.3	-6	-0.1	0	0
CC(=O)c1c(C)n(CCO)c2ccc(O)cc12	0.7	-1.6	-0.2	-2	-1.5	2	0.0	-4	-0.5	5	2
CCOc1ccc(NC(=O)CSc2nncc(=O)n2N)cc1	0.7	-0.8	-1.9	1	1.5	3	0.7	0	-5.1	-7	1
C/C(=N/NC(=O)CSc1ccccn1)c1ccc([N+](=O)[O-])cc1	-0.1	-1.6	-2.0	-1	0.6	2	-1.0	7	-0.2	4	3
CC12CC3CC(C1)CC(C(=O)NNC(=O)c1ccncc1)(C3)C2	-0.2	-1.5	-0.9	-2	0.0	-2	0.7	-2	0.6	1	-1
CCc1ccc2oc(=O)cc(CN3CCCCC3C)c2c1 (configuration not stated)	-0.2	-2.0	2.0	-4	0.0	0	-2.4	-10	-0.5	-4	-6
O=C(c1ccncc1)N1CCN(S(=O)(=O)c2ccccc2F)CC1	0.2	-0.7	-2.5	4	0.6	5	0.1	-1	-0.2	3	5
COc1cccc(CNC(=O)c2cc(=O)[nH]c3ccc(S(=O)(=O)N4CCOCC4)cc23)c1	0.4	-1.3	0.5	-7	1.6	3	-0.6	-3	1.4	-6	0
CNC(=S)N1CCc2sccc2C1C (configuration not stated)	0.9	-1.3	-0.4	-8	-1.2	5	0.8	-8	-0.2	-6	-4
Cc1cccc(-c2nnnn2-c2cccc(C)c2)c1	0.7	-1.5	0.9	-3	5.0	-1	-0.4	0	-0.7	-4	-1
CCOc1ccc(/C=N/Nc2nc(C)cs2)c(O)c1	4.5*	0.8	2.4	-3	0.6	7	4.8	-15	0.0	-33	-20
CN(CCc1ccccc1)C(=O)c1ccc(NC(=O)Cc2cccc(NC(=O)C3CCN(C(=O)C4CCC4)CC3)c2)cc1	-0.7	-1.4	0.0	-2	-1.8	-15	-0.9	-6	0.1	0	-3
O=C(CCC(=O)CCN1CCCCC1)CCN1CCCCC1	1.6	-0.3	1.1	-3	2.5	3	0.6	2	0.3	-2	-4
O=[N+]([O-])c1ccc(NNS(=O)(=O)c2cc(Cl)ccc2Cl)nc1	0.4	-0.6	0.4	4	-1.3	23*	-1.5	4	0.2	-8	0
CN(c1ccccc1C(=O)Nc1ccc(F)c(Cl)c1)S(C)(=O)=O	-0.2	-1.5	0.5	4	0.7	8	-1.1	12	0.6	1	7
N#CCSc1nnc(C2CCCCC2)n1Cc1ccccc1	0.5	-1.2	0.8	-3	-3.7	-2	-1.7	1	-1.1	0	-1
CCOC(=O)C1=C(C)N(C)C(C)=C(C(=O)OCC)C1c1ccncc1	0.3	-0.9	1.9	0	-2.2	0	-0.5	12	0.0	-8	0
O=C1c2ccsc2SCCN1Cc1cccc(F)c1	0.4	-0.5	-0.3	-1	0.7	5	-0.5	-2	-0.5	-7	0
CCCN(C(=O)COC(=O)c1[nH]c(C)c(C(=O)OC)c1C)c1c(N)n(Cc2ccccc2)c(=O)[nH]c1=O	-0.5	-0.7	-2.0	-7	-0.2	1	-0.2	-16	0.5	-51	-53
CCn1cc(CNC(=O)CC2C(=O)NCCN2CC(c2ccccc2)c2ccccc2)cn1 (configuration not stated)	0.8	-1.7	0.2	-8	-2.2	0	-0.7	-14	-0.2	-6	-6
CCCCn1c(SCC(=O)Nc2cc(C)on2)nc2ccsc2c1=O	-0.6	-1.8	1.5	0	0.3	9	0.3	11	0.0	1	3
COc1ccc(OC)c(C(=O)CSc2nnnn2C)c1	0.4	-0.8	0.8	-2	-0.9	-1	-1.9	1	1.1	-4	1
O=C(NCCN1CCOCC1)c1ccc(F)cc1	-0.2	-0.5	-0.7	-1	1.4	0	0.6	1	-0.6	1	1

Further records follow:
SMILES	DAX1 inh-1	ssDAF-12 act	FXN GAA850 act	ADAM17 inh	hgDAF-12 ag	HGIII-sPLA2 inh	hcDAF-12 act	ADAM10 inh	DAX1 inh-2	PLCb3 inh	PLCg1 inh
CCCSc1nc(N)c(C#N)c(-c2ccc(C)cc2)c1C#N	-0.6	-0.9	0.8	-1	-1.2	-1	-2.9	0	0.3	-10	-9
CCN1C(=O)[C@H]2[C@@H](c3ccc(-c4ccc(OC)cc4)cc3)N3CCC[C@@]3(C(=O)OC)[C@H]2C1=O	-0.7	-1.3	-0.1	-33	-0.2	-13	-1.2	-125	0.0	i	-347
COc1cc([N+](=O)[O-])ccc1NC(=S)NNC(=O)CCC(=O)Nc1ccccc1Cl	1.1	-0.3	1.7	3	0.6	6	-1.6	10	-1.0	-8	-2
CCOC(=O)C1(C)CCN1C(=O)c1ccccc1OC(F)(F)F (configuration not stated)	/	0.0	-0.8	-4	0.3	4	-0.9	-1	-0.2	-1	-1
Cc1cccc[n+]1CCCCCCCCCC[n+]1ccccc1C	-1.4	-1.9	-2.3	2	-6.0	0	-2.3	2	-1.2	0	2
O=C(N/N=C/c1ccc([N+](=O)[O-])o1)c1cc(-c2ccc(-c3ccccc3)cc2)nc2ccccc12	-1.9	-0.7	-3.0	-28	1.3	0	2.0	-79	-0.1	-38	-30

An unsorted share of the library. Share with any hit: about 6.9%.
